# Source: PubChem BioAssay (several laboratories)
# T cell modulator – modulators of CD8 T cell-vesicle binding, primary screen, mouse 2C CD8+ T cells, flow cytometry; 2C CD8+ T cell-vesicle binding; stronger effect = lower value; AID 2052, 2009; 330,000 tested, 0.068% active; calls only at 7 µM;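 active = response, share of CD8 T cells binding vesicles, and their 90th percentile fluorescence all below set limits, cut at about 80% in these data, passing the limit was not always enough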
#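 Test system: purified 2C TCR transgenic mouse naive CD8+ T cells. Probe or stimulus: QL9-peptide-loaded Drosophila micro-vesicles bearing Ld, ICAM-1 and B7-1. Incubation: binding step 1.5 h, 37 °C, antibody labelling 20 min, ice. Measured by: flow cytometry of vesicle-bound cells.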
# MgcRacGAP inhibition – MgcRacGAP GTPase-activating activity inhibitors, confirmation, biochemical, ADP Hunter fluorescence. AID 624330, 2012. MgcRacGAP-stimulated Rac1 GTP hydrolysis, ADP Hunter fluorescence; higher % means a stronger effect; GST-tagged Rac1 F28L mutant substrate. one-dose inhibition, % at 30 µM; IC50 in µM for titrated hits. Rac GTPase-activating protein 1 (Homo sapiens). 340,000 tested, 0.6% active;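 active = first-screen hits whose inhibition reached a set limit at any dose in the follow-up dose series; inconclusive = inhibition above the set first-screen limit but never retested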;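 also: fluorescence reports GDP produced by GAP-driven GTP hydrolysis; strong numbers were not always called active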
# UTI89 phage lysis – inhibition of K1F phage lysis, E. coli UTI89, bacterial capsule biogenesis inhibitors, alamar blue (AID 488966); E. coli UTI89 K1F phage lysis, alamar blue, 2 h; higher % means a stronger effect; one-dose inhibition, % at 100 µM; IC50 in µM for titrated hits; 340,000 tested, 0.02% active;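 active = phage lysis inhibition, versus mean bacterial control, above a set limit; inconclusive = no clear call, values can overlap the other calls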;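 also: capsule biogenesis inhibitors block K1F phage lysis so surviving cells raise fluorescence; higher fluorescence means more inhibition of phage lysis; actives were called in the ten point dose series up to 300 µM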
# Large T inhibition – SV40 large T antigen inhibitors, biochemical (AID 1903) | inhibition, % at 20 µM; hits with a dose series show IC50 in µM | SV40 large T antigen ATPase/helicase inhibition assay; higher % means a stronger effect | 310,000 tested, 0.39% active; in the data active = a potency from the dose series; inconclusive = inhibition mostly from about 32% at the one dose, without a potency; inactive = the rest, 99 in 100 with inhibition below about 32%; also: strong numbers were not always called active
# NTR1 agonist – agonists of NTR1, primary screen, imaging, U2OS cells, beta-arrestin-GFP, high content (AID 493036) | NTR1-U2OS beta-arrestin-GFP spot imaging, agonist mode | activation, % at 20 µM | Neurotensin receptor type 1 (Homo sapiens), P30989 | 330,000 tested, 0.17% active;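 active = activation at or above 40% of the spot to cytoplasm intensity ratio, with at least 20 cells analyzed; inconclusive = wells under 20 cells, flagged as cytotoxic or low count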;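 also: 0% = DMSO without peptide and 100% = 100 nM NTR1 peptide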
# Target sequence (P30989 whole entry, looked up): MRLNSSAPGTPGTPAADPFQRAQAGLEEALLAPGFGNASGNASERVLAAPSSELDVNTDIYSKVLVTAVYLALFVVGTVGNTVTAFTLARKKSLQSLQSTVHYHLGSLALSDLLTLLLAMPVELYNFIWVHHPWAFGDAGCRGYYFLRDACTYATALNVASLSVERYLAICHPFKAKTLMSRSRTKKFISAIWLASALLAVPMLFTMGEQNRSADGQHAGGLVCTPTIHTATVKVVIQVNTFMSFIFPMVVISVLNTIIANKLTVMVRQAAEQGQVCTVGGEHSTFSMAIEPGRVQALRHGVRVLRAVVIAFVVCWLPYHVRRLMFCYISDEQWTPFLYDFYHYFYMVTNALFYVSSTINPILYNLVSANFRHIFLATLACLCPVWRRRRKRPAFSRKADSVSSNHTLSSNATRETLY
# Myeloid diff MLP – induction of myeloid progenitor differentiation, primary screen, cell-based, flow cytometry, MLPCN library; calls only at 10 µM; 360,000 tested, 1% active; ER-HoxA9 myeloid progenitors, lysozyme-GFP differentiation;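 active = normalized GFP-positive differentiation at or above the plate's own cutoff, the solvent-only control mean plus 3 SD; inconclusive = no clear call, values can overlap the other calls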;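 also: cells exposed to compound for four days before flow analysis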
# RSV CPE inhibition – RSV antiviral activity via CPE protection, HEp-2 cells, primary 10 µM value included (AID 2391); HEp-2 cells, RSV-induced CPE inhibition; higher % means a stronger effect; CPE inhibition, % at 10 µM, or IC50 in µM where a hit was titrated; 310,000 tested, 0.13% active; in the data active = a potency from the dose series; inconclusive = CPE inhibition mostly from about 23% at the one dose, without a potency; inactive = the rest, 99 in 100 with CPE inhibition below about 21%; also: strong numbers were not always called active
# PhoP inhibition – inhibitors of PhoP regulon expression, primary screen, Salmonella Typhimurium, GFP reporter (AID 1863); 300,000 tested, 0.16% active; one-dose inhibition, % at 50 µM; IC50 in µM for titrated hits; S. Typhimurium PhoP-regulated promoter GFP reporter, 4 h; higher % means a stronger effect;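 active = inhibition over 29.93%, a cutoff 3 SD above the screen mean, later confirmed by dose response; inconclusive = inhibition over 29.93% but no dose response follow-up; inactive = inhibition at most 29.93% or unconfirmed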;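 also: 0% = low Mg2+ inducing control and 100% = high Mg2+ repressing control; strong numbers were not always called active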
# TNAP activation fold – human TNAP enzyme activators, primary screen, biochemical, luminescent, no phosphate acceptor, uHTS (AID 1001); Alkaline phosphatase, tissue-nonspecific isozyme (Homo sapiens); purified TNAP, luminescent activation assay, no phosphate acceptor; higher activation fold means a stronger effect; activation fold at 20 µM; hits with a dose series show EC50 in µM; 200,000 tested, 0.03% active; in the data active = activation fold from about 3, or a potency from the dose series; inactive = the rest, 99 in 100 with activation fold below about 1.6; also: many of its hits are not listed in these tables
# T cell modulator vesicle-bound % – further read-out of T cell modulator, marked with its call; double positive events, %; measured here: CD8+ vesicle-bound cell fraction;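 binding gate set so that unloaded-vesicle control wells show 10% double positive cells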
# NTR1 agonist cell count 20 µM – recorded beside NTR1 agonist, whose call it bears; cell count; measured here: cell count, cytotoxicity flag
# Myeloid diff MLP GFP+ MAC1+ % – second read-out of Myeloid diff MLP, no call of its own (marks repeat the call); GFP+ MAC1+ double positive, %; measured here: differentiation confirmed by MAC1 staining
# Active calls of the source: *; i = inactive; u = inconclusive; x = no result given; [ ] = dose if it differs, or a comment.
SMILES,T cell modulator,T cell modulator vesicle-bound %,MgcRacGAP inhibition,UTI89 phage lysis,Large T inhibition,NTR1 agonist,NTR1 agonist cell count 20 µM,Myeloid diff MLP,Myeloid diff MLP GFP+ MAC1+ %,RSV CPE inhibition,PhoP inhibition,TNAP activation fold
OCC1(Cc2ccccc2C(F)(F)F)CCN(Cc2cccc3cnccc23)CC1,i,53,1%,-1.1%,8%,0.6,53,i,0.3,-0.7%,-3%,1.1
O=C(Nc1ccc(N2CCOCC2)cc1)c1cn2ccccc2n1,i,51,15%,0.8%,1%,0.0,45,i,0.5,0.0%,-4%,0.9
CCN(CC)c1ccc(CNc2nc3ccccc3n2CCN2CCOCC2)cc1,i,18,8%,-0.3%,16%,3.1,89,i,0.2,1.3%,-2%,1
Cc1c(NC(=O)C(C)OC(=O)/C=C/c2ccc3c(c2)OCO3)c(=O)n(-c2ccccc2)n1C (stereo not given),i,26,0%,-0.4%,-3%,0.0,41,i,0.5,2.7%,-5%,1
CN(C)S(=O)(=O)c1ccc(-c2cn3ccccc3n2)cc1,i,21,6%,-0.6%,-4%,-1.0,87,i,0.8,0.5%,14%,1
NC(=O)c1c(NC(=O)c2ccccc2)sc2c1CCC2,i,48,13%,0.9%,15%,1.0,63,i,0.9,0.7%,8%,x
Cc1cccc(NC(=S)N/N=C/c2ccc(Cl)c([N+](=O)[O-])c2)c1,i,40,0%,-1.0%,6%,-0.2,73,i,1.1,-0.2%,-5%,1.1
CN(CC(=O)Nc1cccc(F)c1)C(=O)CCCn1c(=O)oc2ccccc21,i,38,2%,1.2%[50 µM],10%,-0.4,62,i,1.7,-1.4%,-6%,x
O=C(NC1CCCCCC1)c1cc(=O)[nH]c2ccc(S(=O)(=O)N3CCOCC3)cc12,i,54,-3%,-0.1%,13%,2.8,65,i,1.0,-0.3%,-9%,1
CC(C)(C)c1ccc(OCC(=O)N(Cc2cccs2)C2CCS(=O)(=O)C2)cc1 (stereo not given),i,23,16%,2.6%,0%,8.1,58,i,2.1,1.9%,x,x
COc1ccc(-n2c(SCC(=O)Nc3ccc([N+](=O)[O-])cc3OC)nc3ccccc32)cc1,i,42,8%,1.6%[50 µM],3%,2.8,69,i,1.1,2.3%,13%,1.1
CC(C)N(C(=O)CSc1nnc(C2CC2)n1C1CC1)c1ccccc1,x,x,3%,4.1%[50 µM],x,-0.4,65,i,1.0,x,x,x
COc1ccc(NC(=O)CSc2n[nH]c(-c3ccccc3)n2)cc1S(N)(=O)=O,i,43,9%,0.6%[50 µM],x,-0.6,57,i,0.2,0.1%,x,x
Cn1c(CSc2nc3ccccc3s2)nnc1SCC(=O)NCc1cccnc1,i,27,9%,0.8%,16%,-1.2,89,i,1.0,2.7%,2%,x
CCOC(=O)c1cc2c(=O)n3ccccc3nc2n(CCCOC)c1=NC(=O)c1cccnc1,i,54,x,x,6%,1.6,88,x,x,2.1%,1%,1.1
O=C(COC(=O)c1ccccc1C(=O)c1ccccc1)Nc1cccc([N+](=O)[O-])c1,i,47,4%,-0.3%,16%,-0.7,100,i,0.2,5.3%,-2%,1.1
C=CCN1C(=O)c2ccccc2Sc2ccc(C(=O)NC(C)C)cc21,i,25,10%,0.0%,8%,0.6,89,i,0.5,0.9%,11%,x
O=C(Nc1ccccc1N1CCCC1)c1ccc(F)c(S(=O)(=O)N2CCOCC2)c1,i,11,6%,0.9%[50 µM],16%,0.4,57,i,0.5,-1.1%,-5%,x
Cc1cccc(-c2sc(Nc3ccccc3)n[n+]2-c2ccccc2)c1,i,13,9%,3.1%,8%,1.4,101,i,2.2,2.0%,x,x
Cc1c(C(=O)N/N=C/c2ccc(-c3ccccc3[N+](=O)[O-])o2)sc(N)c1C#N,i,24,6%,1.6%[50 µM],13%,x,x,i,0.9,2.4%,1%,1
CCN(CC)c1ccc(NC(=O)c2ccc(NC(=O)C3CCCO3)cc2)c(C)c1 (stereo not given),i,26,31%,0.8%,22%,x,x,i,0.2,4.2%,-4%,1.1
C=CCNC(=O)CC(=O)N/N=C/c1ccc(C(=O)OC)cc1,i,37,4%,0.0%,-12%,-1.2,66,i,0.6,0.7%,35%,1
COCCNc1nnc(SCC(=O)NNC(=O)c2ccco2)s1,i,39,4%,0.5%[50 µM],x,-0.3,54,i,0.4,0.8%,x,x
CCOC(=O)c1c(C)[nH]c2ccc(O)cc12,i,29,1%,-0.4%,12%,-2.0,79,i,1.0,1.4%,6%,1.1
CCOC(=O)c1c(NC(=O)Nc2ccc(F)cc2)sc2c1CCN(C)C2,i,30,11%,-1.5%,6%,1.2,28,i,0.7,0.3%,21%,x

# Given bar-delimited: entries from further up.
molecule | T cell modulator | T cell modulator vesicle-bound % | MgcRacGAP inhibition | UTI89 phage lysis | Large T inhibition | NTR1 agonist | NTR1 agonist cell count 20 µM | Myeloid diff MLP | Myeloid diff MLP GFP+ MAC1+ % | RSV CPE inhibition | PhoP inhibition | TNAP activation fold
O=C(COC(=O)c1ccccc1C(=O)c1ccccc1)Nc1cccc([N+](=O)[O-])c1 | i | 47 | 4% | -0.3% | 16% | -0.7 | 100 | i | 0.2 | 5.3% | -2% | 1.1
C=CCN1C(=O)c2ccccc2Sc2ccc(C(=O)NC(C)C)cc21 | i | 25 | 10% | 0.0% | 8% | 0.6 | 89 | i | 0.5 | 0.9% | 11% | x
O=C(Nc1ccccc1N1CCCC1)c1ccc(F)c(S(=O)(=O)N2CCOCC2)c1 | i | 11 | 6% | 0.9%[50 µM] | 16% | 0.4 | 57 | i | 0.5 | -1.1% | -5% | x
Cc1cccc(-c2sc(Nc3ccccc3)n[n+]2-c2ccccc2)c1 | i | 13 | 9% | 3.1% | 8% | 1.4 | 101 | i | 2.2 | 2.0% | x | x
Cc1c(C(=O)N/N=C/c2ccc(-c3ccccc3[N+](=O)[O-])o2)sc(N)c1C#N | i | 24 | 6% | 1.6%[50 µM] | 13% | x | x | i | 0.9 | 2.4% | 1% | 1
CCN(CC)c1ccc(NC(=O)c2ccc(NC(=O)C3CCCO3)cc2)c(C)c1 (stereo not given) | i | 26 | 31% | 0.8% | 22% | x | x | i | 0.2 | 4.2% | -4% | 1.1
C=CCNC(=O)CC(=O)N/N=C/c1ccc(C(=O)OC)cc1 | i | 37 | 4% | 0.0% | -12% | -1.2 | 66 | i | 0.6 | 0.7% | 35% | 1
COCCNc1nnc(SCC(=O)NNC(=O)c2ccco2)s1 | i | 39 | 4% | 0.5%[50 µM] | x | -0.3 | 54 | i | 0.4 | 0.8% | x | x
CCOC(=O)c1c(C)[nH]c2ccc(O)cc12 | i | 29 | 1% | -0.4% | 12% | -2.0 | 79 | i | 1.0 | 1.4% | 6% | 1.1
CCOC(=O)c1c(NC(=O)Nc2ccc(F)cc2)sc2c1CCN(C)C2 | i | 30 | 11% | -1.5% | 6% | 1.2 | 28 | i | 0.7 | 0.3% | 21% | x

# Carrying on:
SMILES,T cell modulator,T cell modulator vesicle-bound %,MgcRacGAP inhibition,UTI89 phage lysis,Large T inhibition,NTR1 agonist,NTR1 agonist cell count 20 µM,Myeloid diff MLP,Myeloid diff MLP GFP+ MAC1+ %,RSV CPE inhibition,PhoP inhibition,TNAP activation fold
O=C(Nc1ccccc1N1CCOCC1)c1ccc2ccccc2n1,i,11,6%,0.7%,7%,14,98,i,0.2,u,5%,1
COc1ccc(/C=N/NC(=O)c2ccc(Cl)c(S(N)(=O)=O)c2)cc1OCC(N)=O,i,18,9%,-0.1%,8%,-0.4,59,i,0.5,1.2%,-4%,x
CNC(=O)NC(=O)COc1ccc2oc3c(c2c1)CCCC3,i,42,10%,-0.1%,3%,-0.4,62,i,2.2,4.2%,-2%,x
O=C(c1ccco1)N1CCN(S(=O)(=O)c2cccs2)CC1,i,12,4%,-0.9%,1%,-1.3,46,i,2.0,1.8%,-1%,1
CC(C)NS(=O)(=O)c1ccc(NC(=O)CCc2ccccc2)cc1,i,10,0%,3.8%,4%,0.5,62,i,1.8,0.1%,-3%,1
COc1ccccc1CNC(=O)c1cc2ccccc2oc1=O,i,64,4%,0.4%[50 µM],13%,-0.3,65,i,0.6,0.7%,-2%,x
Cc1ccc(OCC(=O)Nc2ccc(-c3nnc(-c4ccco4)o3)cc2)cc1,i,18,-8%,-0.5%,5%,1.1,47,i,2.9,2.8%,-4%,1
Fc1ccc(-c2nnc3ccc(N4CCc5ccccc5C4)nn23)cc1,i,42,7%,4.1%,4%,5.3,94,i,3.6,-2.1%,3%,1
O=C(COc1ccccc1-c1ccccc1)N/N=C/c1ccccn1,i,17,4%,-0.3%,-1%,0.9,40,i,0.6,1.2%,-6%,1
COc1ccc(/C(O)=C2/C(=O)C(=O)N(c3ncccn3)C2c2ccc(C(C)(C)C)cc2)cc1 (stereo not given),i,30,x,x,6%,1.3,69,x,x,2.2%,1%,1
CC(C)(C)c1ccc(C(=O)NNC(=S)NCC2CCCO2)cc1 (stereo not given),i,44,5%,4.2%[50 µM],5%,4.1,74,i,0.2,3.4%,-14%,2.8
COc1ccc(N2CCN(C(=O)C3CC(O)CN3S(=O)(=O)c3ccc([N+](=O)[O-])cc3)CC2)cc1 (stereo not given),i,32,4%,1.2%,23%,1.5,64,i,0.3,3.2%,-10%,1.1
